Bioassay records (PubChem)
TDP1 inh: TDP1 (human) enzyme inhibition. Q9NUW8. recombinant TDP1, AlphaScreen DNA substrate cleavage. Potency, µM (doses to about 130 µM), without a hit: top-dose activity change, negative = inhibition, hits mostly inhibitors. 0.28% of 350,000 active; also: nearly all actives have a fitted effect of over 40% in size
Target sequence (Q9NUW8 whole entry, looked up): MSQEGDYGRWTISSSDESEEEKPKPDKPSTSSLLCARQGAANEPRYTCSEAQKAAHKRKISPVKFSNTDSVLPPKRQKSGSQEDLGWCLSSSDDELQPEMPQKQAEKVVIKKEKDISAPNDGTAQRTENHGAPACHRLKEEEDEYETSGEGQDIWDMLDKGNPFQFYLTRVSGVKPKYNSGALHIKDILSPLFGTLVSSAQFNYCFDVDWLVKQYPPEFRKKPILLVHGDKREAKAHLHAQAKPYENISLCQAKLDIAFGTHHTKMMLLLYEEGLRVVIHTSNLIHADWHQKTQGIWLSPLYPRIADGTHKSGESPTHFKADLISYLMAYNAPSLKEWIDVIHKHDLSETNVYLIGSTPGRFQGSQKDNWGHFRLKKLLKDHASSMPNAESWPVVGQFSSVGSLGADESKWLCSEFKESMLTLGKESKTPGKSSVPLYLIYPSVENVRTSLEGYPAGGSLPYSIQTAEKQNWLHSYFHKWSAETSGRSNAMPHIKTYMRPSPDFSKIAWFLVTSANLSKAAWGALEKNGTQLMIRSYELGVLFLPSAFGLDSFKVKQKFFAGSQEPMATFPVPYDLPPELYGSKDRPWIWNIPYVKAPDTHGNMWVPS
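Signal: AlphaScreen proximity between streptavidin donor and anti-FITC acceptor beads on intact substrate. Reaction: Tdp1 1 nM, substrate 15 nM final, 5 min RT after 15 min compound preincubation.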
N370S GC mod: inhibits or activates N370S mutant glucocerebrosidase | P04062 | AID 2101 | 0.092% of 330,000 active | N370S GC spleen homogenate, 4MU-glucoside fluorescence | Potency, µM (titrated, usually from 59.4 µM), for the others: at the top dose activity change, negative = inhibition, actives largely listed as inhibitors;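 also: 0% = full enzyme activity and -100% = no enzyme basal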
FEN1 inh: blocks human flap endonuclease 1. P39748. Recombinant FEN1 flap cleavage, fluorescence, 15 min. Potency, µM (doses to about 114 µM), inactives show top-dose activity change, negative = inhibition, actives largely listed as inhibitors. 0.35% of 390,000 active. AID 588795; also: nearly all actives have a fitted effect of over 65% in size
Target sequence (P39748 whole entry, looked up): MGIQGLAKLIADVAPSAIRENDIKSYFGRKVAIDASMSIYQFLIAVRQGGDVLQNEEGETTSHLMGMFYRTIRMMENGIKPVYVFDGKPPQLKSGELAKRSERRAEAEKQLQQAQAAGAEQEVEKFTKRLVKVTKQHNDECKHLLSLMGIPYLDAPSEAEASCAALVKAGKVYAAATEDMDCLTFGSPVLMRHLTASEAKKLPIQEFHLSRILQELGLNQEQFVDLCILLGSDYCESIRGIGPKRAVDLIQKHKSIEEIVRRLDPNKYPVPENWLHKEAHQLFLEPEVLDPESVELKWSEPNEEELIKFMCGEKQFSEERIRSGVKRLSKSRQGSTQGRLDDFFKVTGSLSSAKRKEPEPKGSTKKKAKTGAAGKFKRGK
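Steps: FEN1 (10 nM) dispensed; compound added by pin tool; 15 min at room temperature; substrate added to 50 nM final; reads at 0 min and 15 min; data normalized and fitted (four-parameter Hill).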
Numbers without * were called inactive; ? = inconclusive; . = no result given; & = joins results of further samples; [ ] = dose if it differs, or a comment. Calls follow the shape of the dose curve; as a rule, active = well fitted curve in the direction sought with a large enough effect; inconclusive = small, poorly fitted or top-dose-only effect, or another doubt; inactive = no such curve, though single readings can be large; an effect the other way counts as inactive or inconclusive. Unless noted, % is scaled to controls: 0 for no effect and ±100 for the full control effect; potency is read from the fitted curve at half-maximal effect. The list is partial, so the mix of outcomes need not match the whole.

Below each compound: TDP1 inh | N370S GC mod | FEN1 inh
CCCCCCN=C(C)c1c(O)n(Cc2ccccc2)c(=O)[nH]c1=O
  0% | ? | -16%
COc1ccc(CNCCc2c(C)[nH]c3ccc(OC(F)(F)F)cc23)c(OC)c1
  . | ? | -25%
CCCCN=Cc1c(O)n(-c2c(C)cc(C)cc2C)c(=O)[nH]c1=O
  2% | 0% | 1%
CC(OC(=O)c1cn(C)c2ccccc12)C(=O)N1CCCC1 (stereo not drawn)
  1% | . | -3%
O=C(Nc1ccccc1)c1ccccc1I
  27% | -8% | .
CCOc1cc2c(cc1OCC)-n1cccc1C(c1cccc(F)c1)NC2 (stereo not drawn)
  . | -16% | -22%
O=C(Nc1nc(-c2ccccc2)c(-c2ccccc2)s1)c1ccc(S(=O)(=O)N(CCCl)CCCl)cc1
  3% | -23% | 2%
Cn1c(O)c(/C=C2\N=c3ccccc3=C2CCNC(=S)NC2CC2)c(=O)n(C)c1=O
  . | -9% | 2%
Cc1nc2cc(C(=O)N3CCC4(CC3)OCCO4)ccc2n1-c1ccc(Br)cc1
  2% | 0% | 7%
O=C(COC(=O)Cc1ccccc1)Nc1ccc(F)cc1
  -3% | -9% | 0%
CC(=NCCO)c1c(O)n(C2CCCCC2)c(=O)[nH]c1=O
  7% | 19% | 7%
CC(=O)N1CCC2(CC1)CC(=O)c1cc(OCC(=O)N3CCC4(CC3)OCCO4)ccc1O2
  8% | ? | 19%
Cc1ccc(N2C(=O)NC(=O)/C(=C\c3cc(C)n(-c4ccc(C(=O)O)cc4)c3C)C2=O)cc1
  . | -8% | -30%
CCCCC/C(=N\O)c1c[nH]c2ccccc12
  4% | 4% | 0%
FC(F)(F)c1ccc(CNCCc2ccc3c(c2)OCO3)cc1
  . | -20% | 1%
S=C(c1ccc(Cl)cc1)N1CCOCC1
  2% | 7% | -19%
O=C(Nc1ccc(F)cc1)c1c(O)c2c(n(Cc3ccccc3)c1=O)CCCC2
  3% | -20% | -12%
O=c1c2ccccc2nc(-c2ccco2)n1-c1ccc(Br)cn1
  3% | 4% | -2%
Cc1cccc(-n2c(-c3ccccc3)nc3ccccc3c2=O)n1
  0% | 7% | -9%
BrCCBr
  17% | -4% | .

One compound at a time, as listed above. Order of screens: TDP1 inh	N370S GC mod	FEN1 inh
Results for Cn1c(O)c(/C=C2\N=c3ccccc3=C2CCNC(=S)NC2CC2)c(=O)n(C)c1=O → .	-9%	2%
Results for FC(F)(F)c1ccc(CNCCc2ccc3c(c2)OCO3)cc1 → .	-20%	1%
Results for O=C(Nc1nc(-c2ccccc2)c(-c2ccccc2)s1)c1ccc(S(=O)(=O)N(CCCl)CCCl)cc1 → 3%	-23%	2%
Results for O=C(Nc1ccccc1)c1ccccc1I → 27%	-8%	.
Results for CCCCN=Cc1c(O)n(-c2c(C)cc(C)cc2C)c(=O)[nH]c1=O → 2%	0%	1%

(more compounds)
Below each compound: TDP1 inh | N370S GC mod | FEN1 inh
Fc1cccc(CNCCc2c[nH]c3ccccc23)c1
  3% | -21% | -6%
N#Cc1cc([N+](=O)[O-])ccc1NC(=O)c1cccn(Cc2cccc(F)c2)c1=O
  3% | . | 19%
O=C(O)C1C2c3ccccc3C(c3ccccc32)C1C(=O)Nc1ccccc1 (stereo not drawn)
  -1% | 3% | -12%
O=S(=O)(c1ccc(Cl)cc1)N1CC1c1ccccc1 (stereo not drawn)
  3% | -3% | -11%
CN(C)C(=O)Oc1ccc(Cl)c2ccccc12
  5% | 13% | -1%
OC(CN1CC=C(c2ccccc2)CC1)c1ccccc1 (stereo not drawn)
  9% | -5% | -4%
CC(CCc1ccccc1)NC(C)C(O)c1ccc(O)cc1 (stereo not drawn)
  -5% | 9%&-5%&-5%&6% | -12%
C=CCn1c(O)c(C(C)=Nc2ccc(C(=O)OCC)cc2)c(=O)[nH]c1=O
  0% | 22% | -3%
CN1CCN(CCC(=O)OC2CC3CCC(C2)N3C)CC1 (stereo not drawn)
  -1% | 5% | 1%
COc1ccccc1N1CCN(Cc2c(F)cccc2Cl)CC1
  4% | 4% | -6%
CC1(C)C2C[C@@H](O)[C@]3(C)C(CC[C@@]4(C)[C@H](c5ccoc5)C[C@H]5O[C@]543)[C@@]2(C)[C@@H](O)C[C@H]1O (stereo partly drawn)
  9% | 16% | .
O=C1NC(=O)N(c2ccc3c(c2)OCO3)C(=O)/C1=C/c1ccc(N2CCCC2)o1
  0% | -9% | 7%
C[N+]12CCC(CC1)C(C#N)(N1CCOCC1)C2 (stereo not drawn)
  3% | -3% | -1%
CCc1ccc(CN2CCN(C(=O)Cc3ccccc3)CC2)cc1
  0% | 15% | -12%
Cc1[nH]cnc1CCN
  15% | 0% | .
CC12CN3CC(C)(CN(C1)P3(=O)Oc1ccccc1)C2=O (stereo not drawn)
  7% | 0% | 3%
CCCCC/C=C\C/C=C\C/C=C\C/C=C\CCCC(=O)NCCc1ccc(O)c(O)c1
  -6%&-2% | -19%&-5% | .
O=C(c1cccn2c(=O)c3ccccc3nc12)N1CCC2(CC1)OCCO2
  8% | 14% | 11%
CCOC(=O)c1ccc(N2C(=O)CC(N3CCC(C#N)(c4ccccc4)CC3)C2=O)cc1 (stereo not drawn)
  5% | -3% | 15%
O=C(c1ccc(F)cc1)C(Cc1ccccc1)N1CCCCC1 (stereo not drawn)
  3% | 13% | -4%

Sorted by SMILES length (largest number first): some entries from above
Below each compound: TDP1 inh | N370S GC mod | FEN1 inh
CC1(C)C2C[C@@H](O)[C@]3(C)C(CC[C@@]4(C)[C@H](c5ccoc5)C[C@H]5O[C@]543)[C@@]2(C)[C@@H](O)C[C@H]1O (stereo partly drawn)
  9% | 16% | .
CCOC(=O)c1ccc(N2C(=O)CC(N3CCC(C#N)(c4ccccc4)CC3)C2=O)cc1 (stereo not drawn)
  5% | -3% | 15%
O=C(O)C1C2c3ccccc3C(c3ccccc32)C1C(=O)Nc1ccccc1 (stereo not drawn)
  -1% | 3% | -12%

(continued)
Below each compound: TDP1 inh | N370S GC mod | FEN1 inh
O=c1[nH]c(O)c(Cc2ccc3c(c2)OCO3)c(=O)[nH]1
  4% | -2% | -1%
COc1ccc(CC2c3cc(OC)c(OC)cc3CCN2C)cc1O (stereo not drawn)
  3% | 8% | 15%
O=c1[nH]c(O)c(C=Nc2cc(F)cc(F)c2)c(=O)[nH]1
  2% | -2% | -8%
O=c1[nH]c(O)c(C=NC2CCCCC2)c(=O)[nH]1
  0% | 2% | 18%
ClC(Cl)(Cl)C(Cl)(Cl)Cl
  13% | -2% | .
Cc1cc(OC(C)C(=O)NCc2ccncc2)c2c3c(c(=O)oc2c1)CCCC3 (stereo not drawn)
  7% | -15% | -20%
CCC1OC2(C)C(O)C(/C=C/C=C/C=C/c3oc(=O)cc(OC)c3C)OC1(C)C2OC(C)=O (stereo not drawn)
  13% | -9% | .
O=P(NS(=O)(=O)c1ccc(Cl)cc1)(Oc1ccccc1)Oc1ccccc1
  0% | 6% | -10%
CN1C[C@H](C(=O)N[C@@]2(C)O[C@@]3(O)C4CCCN4C(=O)C(Cc4ccccc4)N3C2=O)C[C@H]2c3cccc4[nH]cc(c34)C[C@H]21 (stereo partly drawn)
  6% | 0% | .
CC1CCCCN1Cc1ccc(Cl)nc1 (stereo not drawn)
  1% | 0% | 1%
Cc1ccc(NC(=O)CN2C(=O)CN=C(c3ccccc3)c3ccccc32)cc1
  9% | . | 4%
O=c1c2ccccc2nc(/C=C/c2cccc3ccccc23)n1-c1ccc(Cl)cc1
  5% | . | 10%
Nc1c(C(=O)Nc2ccc(Cl)c(C(F)(F)F)c2)sc2nc3c(cc12)N1CCC3CC1
  -6% | . | -19%
COc1cc2c(cc1O)CC1c3c(cc(O)c(OC)c3-2)CCN1C (stereo not drawn)
  14%[56.1 µM] | -8%&-2%&4%&5% | ?
Cc1cc(OCC(=O)N2CCC(C(=O)O)(c3ccccc3)CC2)c2c(C)c(C)c(=O)oc2c1
  . | 1% | 4%
C=CCN1C(=O)NC(=O)/C(=C\c2ccc(-c3ccccc3[N+](=O)[O-])o2)C1=O
  -3% | 11% | ?
Cc1c(Cl)cccc1NC(=O)CN1C(=O)C(C)N=C(c2ccccc2)c2ccccc21 (stereo not drawn)
  -2% | . | -4%
O=C(c1ccccc1F)c1cn(CC(=O)N2CCCC2)c2ccccc12
  7% | -1% | 7%
N#CC1=C(N)Oc2cc(O)ccc2C1c1ccc2c(c1)OCO2 (stereo not drawn)
  5% | 2% | 1%
CCOc1ccc(C2C(C#N)=C(N)Oc3c2c(=O)oc2ccccc32)cc1 (stereo not drawn)
  7% | 1% | -2%
Cc1cc(C(=O)N2CCC3(CC2)OCCO3)cs1
  -3% | 3% | 2%
NC(=O)COc1c(F)cc(SCCNS(=O)(=O)c2ccccc2)cc1F
  8% | -3%&-4% | .
Cc1ccc(S(=O)(=O)NC(Cc2cnc[nH]2)C(=O)O)cc1 (stereo not drawn)
  -6% | 6% | -1%
COP(=O)(OC)C(Nc1ccc([N+](=O)[O-])cc1)c1ccccc1 (stereo not drawn)
  . | ? | 1%
CCCCCCC(C)(C)c1ccc([C@@H]2C[C@H](O)CC[C@H]2CCCO)c(O)c1
  11%[56.1 µM] | ? | ?
CC/C(=N\N1CCCCCC1)c1c(O)n(-c2ccc(C)cc2)c(=O)[nH]c1=O
  0% | 3% | -13%
CCC(C)n1c(O)c(C=NC(C)c2ccccc2)c(=O)[nH]c1=S (stereo not drawn)
  8% | -14% | -11%
CSCc1nnc2n1-c1ccc(Cl)cc1C(c1ccccc1)=NC2
  5% | 2% | 0%
Cc1ccc(CC2C(=O)N(C)C(=O)N(C)C2=O)s1
  6% | -15% | -2%
Cc1ccc(CS(=O)(=O)CCC(=O)N2CCC3(CC2)OCCO3)cc1
  5% | -1% | -4%
Cc1cccc(NC(=O)N[C@@H]2N=C(c3ccccc3)c3ccccc3N(CC(=O)c3ccccc3C)C2=O)c1
  10% | 10% | .
Cc1cccc(-n2c(/C=C/c3ccc([N+](=O)[O-])o3)nc3ccccc3c2=O)c1
  0% | 5% | -1%
O=C1NC(=S)N(c2ccccc2)C(=O)/C1=C/c1ccco1
  . | 5% | 8.9µM*
COCCOC(=O)c1c(C)n(C)c2ccc(OC(=O)N(C)C)cc12
  4% | 7% | -7%
O=c1[nH]c(=O)n(Cc2ccc(F)cc2)c(O)c1C=NCc1cccnc1
  1% | 10% | -15%
Cc1ccc(N2C(=O)NC(=O)/C(=C\c3ccsc3)C2=O)cc1C
  3% | 2% | .
[CH3][Hg][Cl]
  9% | -4% | .
Cc1c(C(=O)N2CCC3(CC2)OCCO3)sc2ncnc(N3CCc4ccccc4C3)c12
  2% | -8% | 14%
Cc1ccc(Cn2ccccc2=N)cc1
  . | -2% | 5%
C=CCN1C(=O)/C(=C\c2ccc(N3CCOCC3)o2)C(=O)NC1=S
  -3% | 12% | 12%
Cc1ccc(-c2cc(C(F)F)n3ncc(C(=O)N4CCC5(CC4)OCCO5)c3n2)cc1
  6% | -27% | 8%
O=C1CC(=O)N(c2cccc(C(F)(F)F)c2)C(=O)N1
  . | -11% | 1%
COC(=O)C1=C(c2ccc(F)cc2OCc2ccccc2)C[C@@H]2CC[C@H]1N2C(=O)NCc1ccccc1OC
  0% | . | 2%
CC(C)CCC1(CN2CCCC2=O)C(=O)NC(=O)NC1=O
  4% | -25% | -2%
CC1N(P(=O)(c2ccccc2)c2ccccc2)CC(O)(c2ccccc2)CC12CC2 (stereo not drawn)
  8% | 22% | .
COc1ccc(/C=C/C2=CCN(C)CC2)cc1
  5% | 0% | -12%
CCOc1ccc2nc(NC(=O)c3cccn(Cc4ccccc4Cl)c3=O)sc2c1
  7% | . | -1%
O=c1cc(-c2ccc(O)c(O)c2)oc2c(C3O[C@H](CO)[C@@H](O)[C@H](O)[C@H]3O)c(O)cc(O)c12 (stereo partly drawn)
  9% | -18% | -18%
CCOP(=S)(OCC)SCC(=O)NC(C)(CC)C(=O)O (stereo not drawn)
  4% | 7% | -1%
Oc1ccc(/C=N/NP(=S)(c2ccccc2)c2ccccc2)cc1
  8% | ? | -21%
COc1ccccc1CCNC1C2CC3CC(C2)CC1C3 (stereo not drawn)
  2% | -10% | -1%
O=C(C[n+]1ccn(CCCNP2(=O)C=C(c3ccccc3)OC(c3ccccc3)=C2)c1)c1ccccc1
  2% | -16% | -7%
O=[N+]([O-])O[C@H]1CO[C@H]2[C@@H]1OC[C@H]2O[N+](=O)[O-]
  . | 2% | -11%
COC(=O)c1c(C)n(Cc2ccco2)c2ccc(O)cc12
  2% | 0% | 10%
COc1ccc(-n2c(O)c(/C=C3\C=Nc4ccc(Br)cc43)c(=O)[nH]c2=O)cc1
  . | -8% | -34%
COC(=O)C1=C(c2cccc(OCc3ccccc3)c2)C[C@@H]2CC[C@H]1N2C(=O)NNCc1ccccc1
  0% | . | -17%
O=C(C[N+]12CCC(CC1)C(CO)C2)c1ccc(Br)cc1 (stereo not drawn)
  . | -9% | -3%
Clc1ccccc1N1CCN(Cc2ccc3c(c2)OCO3)CC1
  . | -8% | 5%
O=C(CCC(=O)N1C[C@H]2C[C@@H](C1)c1cccc(=O)n1C2)NCc1ccccc1
  . | 5% | -2%
CCCN1CCC[C@@H]2Cc3n[nH]cc3C[C@H]21
  8%[56.1 µM] | 3% | .
